GPR151 activ – activates the human receptor GPR151; PathHunter beta-arrestin GPR151 cells, luminescence; 1% of 650,000 active; Q8TDV0; activation, % at 11.2 µM; in the data active means activation above about 4.9%;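 further: 0% = median of compound wells and 100% = cells with positive control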
Target sequence (Q8TDV0 whole entry, looked up): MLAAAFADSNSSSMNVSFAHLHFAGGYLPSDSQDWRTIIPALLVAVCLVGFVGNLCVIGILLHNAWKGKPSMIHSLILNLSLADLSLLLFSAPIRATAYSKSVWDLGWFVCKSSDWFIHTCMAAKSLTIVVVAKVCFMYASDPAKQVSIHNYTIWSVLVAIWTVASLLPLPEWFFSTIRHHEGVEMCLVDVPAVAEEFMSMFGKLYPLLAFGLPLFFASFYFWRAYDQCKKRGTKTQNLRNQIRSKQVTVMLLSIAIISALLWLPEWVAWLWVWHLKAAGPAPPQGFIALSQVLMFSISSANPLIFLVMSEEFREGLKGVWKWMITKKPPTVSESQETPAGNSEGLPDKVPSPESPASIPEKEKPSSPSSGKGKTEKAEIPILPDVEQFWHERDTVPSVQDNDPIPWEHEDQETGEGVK
MITF inh – human MITF inhibition, primary screen | 0.91% of 650,000 active | inhibition, % at 2.6 µM | AlphaScreen MITF homodimerization, bead proximity signal | O75030; in the data active means inhibition above about 50%;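 further: 0% = vehicle wells with protein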
Target sequence (O75030 whole entry, looked up): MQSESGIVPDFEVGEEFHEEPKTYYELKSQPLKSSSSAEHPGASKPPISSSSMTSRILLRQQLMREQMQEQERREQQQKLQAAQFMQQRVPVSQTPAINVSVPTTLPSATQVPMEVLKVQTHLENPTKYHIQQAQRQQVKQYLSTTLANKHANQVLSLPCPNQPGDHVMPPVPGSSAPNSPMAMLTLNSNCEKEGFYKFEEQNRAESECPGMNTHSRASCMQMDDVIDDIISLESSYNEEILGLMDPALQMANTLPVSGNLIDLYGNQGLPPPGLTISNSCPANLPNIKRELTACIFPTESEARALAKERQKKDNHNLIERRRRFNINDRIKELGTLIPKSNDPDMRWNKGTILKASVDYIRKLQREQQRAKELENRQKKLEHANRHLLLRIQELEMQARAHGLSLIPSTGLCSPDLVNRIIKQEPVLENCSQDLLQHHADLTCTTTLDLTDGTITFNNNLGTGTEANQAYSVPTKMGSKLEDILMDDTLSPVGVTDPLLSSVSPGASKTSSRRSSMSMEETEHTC
TEAD-YAP block – TEAD-YAP interaction inhibition; HEK-TIYL cells, TEAD-Gal4/YAP UAS-luciferase luminescence; inhibition, % at 9.12 µM; 1.4% of 640,000 active; in the data active means inhibition above about 32%;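 further: 0% = median of test compound wells and 100% = reference inhibitor wells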
FBW7 act – activators of human E3 ligase FBW7; AlphaScreen FBW7–phospho-cyclin E peptide binding, activator screen; Q969H0; 0.13% of 650,000 active; AID 1259310; normalized activity (activation), % at 26.1 µM; in the data active means normalized activity above about 1.9%;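 further: purified mutant Fbw7 with reduced substrate affinity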
Active calls of the source: *.

SMILES	GPR151 activ	MITF inh	TEAD-YAP block	FBW7 act
O=C(Nc1c[nH]c(=O)[nH]c1=O)c1ccccc1Br	0.3	9.7	2.5	-0.1
COc1ccc(C2(CNC(=O)c3c(F)cccc3F)CCCC2)cc1	2.2	-0.1	7.9	-0.1
COc1ccc(-c2cnc3c(NCc4ccc5c(c4)OCO5)nccn23)cc1OC	-0.1	14.3	9.2	0.3
Cc1cc(=O)[nH]c(N/N=C/c2cc3c4c(c2O)CCCN4CCC3)n1	0.1	9.2	86.0*	-0.3
O=C(NC1(c2ccc3c(c2)OCO3)CCCC1)c1ccccn1	0.6	-2.3	-2.9	-0.2
c1nc2nc(N3CCOCC3)nc(Nc3ccc(N4CCOCC4)cc3)c2[nH]1	1.3	1.7	-10.1	-0.1
Cc1ccc(-n2cc(C(=O)Nc3cccc(Cl)c3)c3ccccc3c2=O)cc1C	-0.4	10.2	6.0	0.4
COc1ccc(C(=O)NC2(Cc3cccc(OC)c3OC)N=C3C(C)=CC=CN3C2=O)cc1 (centres undefined)	-0.2	1.4	2.0	-0.1
Cc1ccccc1CN1CCN(C2CCCC2)CC1	2.7	57.1*	8.8	0.1
C=CCOC(=O)c1c(C)oc2ccc(NS(=O)(=O)c3ccc(C)cc3)cc12	-0.9	-9.2	10.8	-0.1
O=[N+]([O-])c1cccc(S(=O)(=O)NCc2ccc3c(c2)OCO3)c1	-0.5	1.5	-1.9	-0.2
O=C(CN1C(=O)CCc2ccccc21)Nc1ccc(Cl)cn1	-0.1	5.7	3.9	-0.1
COc1ccc(OC)c(NC(=O)CN(C)S(=O)(=O)c2ccc3c(c2)CCC(=O)N3)c1	1.3	-4.5	-8.6	-0.3
Cc1ccc2c(c1)-c1c(cnn1CC(=O)NCCCN1CCc3ccccc3C1)CO2	-2.1	12.3	6.7	0.2
CCN1CCN(C(=O)CN(c2ccc(F)c(Cl)c2)S(C)(=O)=O)CC1	0.6	0.8	10.1	0.1

Two records picked at random from those above, as already listed:
SMILES	GPR151 activ	MITF inh	TEAD-YAP block	FBW7 act
Cc1ccc(-n2cc(C(=O)Nc3cccc(Cl)c3)c3ccccc3c2=O)cc1C	-0.4	10.2	6.0	0.4
O=C(NC1(c2ccc3c(c2)OCO3)CCCC1)c1ccccn1	0.6	-2.3	-2.9	-0.2

Continuation:
SMILES	GPR151 activ	MITF inh	TEAD-YAP block	FBW7 act
O=C(CSc1nccc(=O)[nH]1)Nc1ccc([N+](=O)[O-])cc1	1.8	7.9	16.9	-0.1
O=C(/C=C/c1ccc(F)cc1)N1CCCc2ccccc21	-0.7	3.3	-13.1	0.6
COc1ccc(NC(=O)c2ccccc2Br)cc1OC	0.7	-4.7	1.5	-0.1
Cc1cccc(N(C)c2ccnc3c(-c4cccc(C(N)=O)c4)cnn23)c1	1.8	-10.2	33.9*	0.1
Cc1cc(C)c2c(n1)sc1c(=O)n(CC(=O)Nc3cc(Cl)ccc3C)cnc12	-0.8	12.1	1.5	0.1
Cc1ccc(C2CC(C(F)(F)F)n3nc(C(=O)Nc4cc(C)ccc4C)cc3N2)cc1 (centres undefined)	-1.0	25.7	2.6	0.0
Oc1ccc2ccccc2c1/C=N/Nc1ncc(Br)cn1	2.4	-7.5	9.2	-0.2
CCN1CCN(CCCNC(=O)C2=C(C)C(=O)OC23CCCCC3)CC1	1.0	24.9	-3.0	-0.1
CC(=O)c1ccc(Oc2cc(-c3ccccc3)nc(C)n2)cc1	1.3	-4.5	-54.5	-0.2
CCCCCOC(=O)C1=C(C)NC2=C(C(=O)CCC2)C1c1cc2c(cc1Cl)OCO2 (centres undefined)	-0.5	-0.9	3.1	0.0
CC(NC(=O)CSc1ccccn1)c1ccccc1 (centres undefined)	0.7	8.3	-2.7	0.1
Cc1nnc(C)n1/N=C/C(Cl)=C/c1ccccc1	-0.5	-9.4	-7.0	0.1
Cc1ccc(-n2ncc3c(=O)n(C)cnc32)c(C)c1	-2.8	2.0	1.8	0.5
COc1cc(C=O)ccc1OCCCOc1ccccc1Cl	0.3	-0.6	-48.7	-0.3
CC(C)CCn1c(=O)c2cccnc2n(CC(=O)Nc2ccc(F)cc2)c1=O	-3.0	7.3	23.4	0.6
CCN(CC)c1ccc(/C=N/NC(=O)c2nonc2N)c(OCc2ccc(Cl)cc2)c1	-1.7	-5.5	-15.6	-0.2
O=C(c1cc(-c2ccc(F)cc2)c[nH]1)N1CCN(C/C=C/c2ccccc2)CC1	4.2	2.9	-3.5	-0.3
Cc1nonc1CC(=O)N1C2CCC1CC(c1ccc(F)cc1)C2 (centres undefined)	0.2	-0.8	-1.4	-0.1
Cc1ccccc1NC(=O)Nc1ccnn1C1CCN(Cc2ccc(F)cc2)CC1	0.8	-9.5	11.5	-0.1
COc1cc(C(=O)N/N=C2/CCCc3ccccc32)cc(OC)c1OC	0.5	10.2	59.8*	0.1
COc1ccc(NC(=O)C2C3NC(=S)N(c4ccccc4)C2(C)Oc2ccc(Cl)cc23)cc1 (centres undefined)	-0.5	21.8	4.3	-0.2
COc1ccccc1C(=O)NC(=S)Nc1cccc(NC(=O)c2ccco2)c1	2.4	-13.8	3.7	-0.1
CCNC(=O)c1nn(CC2CC2)c2c1CN(Cc1ccc3c(c1)CCCN3C)CC2	0.9	10.1	1.1	0.1
CCn1cnc2cc(NCc3cccs3)ccc21	1.3	18.1	-22.2	0.1
C=CCN(CC=C)C(=O)c1cccc(OC2CCN(C3CCN(C)CC3)CC2)c1	-1.1	-1.3	-1.2	0.0
CC(=O)C1C(=O)/C(=N\Nc2ccccc2Cl)c2ccccc21 (centres undefined)	1.6	-1.4	-11.2	0.0
Cn1c(=O)[nH]c2nnc(-c3ccc(Cl)cc3)nc2c1=O	-6.9	-9.8	-35.3	-0.1
CC(C)NC(=O)C1CCCN1S(=O)(=O)c1ccc(Cl)cc1 (centres undefined)	0.1	-1.8	5.6	0.1
CCOc1ccc(N2C(=S)NC3c4cccc(OCC)c4OC2(C)C3C(=O)Nc2ccc(Cl)cc2)cc1 (centres undefined)	0.5	3.9	-7.0	0.0
Cn1ccnc1CN1CCN(c2nc3nonc3nc2N2CCCCCC2)CC1	-1.5	6.7	12.4	-0.1
O=C(/C=N/O)Nc1ccc(S(=O)(=O)O)cc1	-0.7	-1.8	-1.9	-0.1
COCC(=O)Nc1c(C(C)C)cccc1C(C)C	-0.3	2.0	7.0	0.1
Cc1ccc(S(=O)(=O)N2N=C(c3ccccc3)CC2c2ccccc2Cl)cc1 (centres undefined)	0.7	35.2	-14.1	0.1
CCCOc1ccc(C2C(C(=O)OCCc3ccccc3)=C(C)NC3=C2C(=O)CC(c2ccccc2)C3)cc1OC (centres undefined)	-0.8	-6.1	5.2	0.2
Cc1nc2ncnn2c(C)c1CCC(=O)Nc1ccc(Br)cn1	1.3	10.7	1.7	-0.1
Cc1cc(C)n(-c2nc(NCCOC34CC5CC(CC(C5)C3)C4)nc(OCC(F)(F)F)n2)n1	-1.1	-5.8	5.7	-0.2
S=C(Nc1ccccc1)Nc1nc2ccccc2n1CCOc1ccccc1	0.8	2.1	-8.7	-0.2
O=C(Oc1ccc(/C=C/c2ccccn2)cc1)c1cccs1	-6.8	10.5	11.5	0.3
COc1ccc(N(C(=O)c2ccccc2C)S(=O)(=O)c2ccc(Cl)cc2)cc1	0.6	5.0	12.7	0.0
CC(C)(C)c1ccc(CSc2nc3[nH]ncc3c(=O)n2-c2ccccc2)cc1	0.2	13.3	-5.4	0.3
N#CCCN1CCC2(CC1)NCCc1c2[nH]c2ccc(OCc3ccccc3)cc12	-0.4	7.6	-20.8	-1.3
O=C1C(=O)N(CCCN2CCOCC2)C(c2cccnc2)/C1=C(/O)c1ccc(Cl)cc1 (centres undefined)	-0.3	34.0	-5.5	0.0
CC(C)(C)c1cc(C(=O)Oc2ccc(OCc3ccccc3)cc2)cc(C(C)(C)C)c1	-0.5	-10.4	2.3	0.1
CCOC(=O)C1CCN(C(=O)c2cn(NC(=O)c3cnccn3)c(=O)c3ccccc23)CC1	2.4	10.0	4.8	-0.8
COc1ccc(NC(=S)NCc2ccc(S(N)(=O)=O)cc2)c(OC)c1	3.8	-5.7	11.5	-0.1

One compound at a time, from the list above. Order of values: GPR151 activ, MITF inh, TEAD-YAP block, FBW7 act
CC(C)(C)c1cc(C(=O)Oc2ccc(OCc3ccccc3)cc2)cc(C(C)(C)C)c1 is listed with -0.5, -10.4, 2.3, 0.1
CCOC(=O)C1CCN(C(=O)c2cn(NC(=O)c3cnccn3)c(=O)c3ccccc23)CC1 is listed with 2.4, 10.0, 4.8, -0.8
Cc1cc(C)n(-c2nc(NCCOC34CC5CC(CC(C5)C3)C4)nc(OCC(F)(F)F)n2)n1 is listed with -1.1, -5.8, 5.7, -0.2
O=C(/C=N/O)Nc1ccc(S(=O)(=O)O)cc1 is listed with -0.7, -1.8, -1.9, -0.1
N#CCCN1CCC2(CC1)NCCc1c2[nH]c2ccc(OCc3ccccc3)cc12 is listed with -0.4, 7.6, -20.8, -1.3

The listing continues.
SMILES	GPR151 activ	MITF inh	TEAD-YAP block	FBW7 act
COc1ccc(CNc2cc(NCCCO)c([N+](=O)[O-])c3nonc23)cc1	0.9	12.8	13.2	-0.1
CC(C)(C)N(Cc1ccccc1)C(=O)[C@H]1[C@@H]2C[C@@H]3[C@H]1C(=O)O[C@@H]3C2	0.5	-0.8	1.1	0.0
COC(=O)c1ccccc1N1C(=O)C2C3c4ccccc4C(c4ccccc43)C2C1=O (centres undefined)	-0.3	13.7	-2.0	0.2
O=C(CSc1ccc(-c2cccs2)nn1)NC1CCCC1	-0.5	9.9	-1.9	0.4
CC(C)(C)C(=O)Nc1cccc(NS(=O)(=O)c2ccc([N+](=O)[O-])cc2)c1	-2.0	8.6	4.9	-0.1
O=C(Nc1ccc(F)c(F)c1)c1ccc(F)c(S(=O)(=O)NCc2ccco2)c1	-0.1	3.4	38.2*	0.5
Cc1cc2[nH]c(=O)c(=O)[nH]c2cc1S(=O)(=O)NCc1ccccc1	-0.2	7.6	-7.3	0.1
Cc1n[nH]c(C)c1S(=O)(=O)Nc1ccc2c(c1)CCC2	0.4	1.9	-2.7	-0.1
CCOC(=O)Cc1[nH]nc2c1C(c1ccc(F)cc1F)C(C#N)=C(N)O2 (centres undefined)	0.6	3.2	3.1	0.0
Cc1c(C)n2c(SCC(=O)Nc3cccc4ccccc34)nnc2[nH]c1=O	-1.6	-7.2	5.0	-0.2
Cc1ccccc1C(=O)Nc1ccccn1	-0.8	1.4	3.0	-0.1
CC(C)CN1CCNC(=O)C1CC(=O)O (centres undefined)	0.7	7.8	-3.1	0.1
CC1=C(C(=O)OC2CCCC2)C(c2cccc(Br)c2)C2=C(CC(C)(C)CC2=O)N1 (centres undefined)	-0.1	2.4	8.6	0.1
CNC(=O)c1ccc(Nc2nnc(C)c3ccccc23)cc1	2.1	1.9	-9.2	0.2
Cc1ccc(N(C(=O)C(C)C)C2C=CS(=O)(=O)C2)cc1 (centres undefined)	-0.8	-2.7	3.5	0.2
O=C(Nc1cccc(F)c1)[C@H]1CC=CC[C@H]1C(=O)O	0.6	1.7	2.8	-0.2
COc1ccc2c(c1)c(=O)oc1c(C)c(OC(C(=O)O)c3ccccc3)ccc12 (centres undefined)	0.0	-2.3	-5.9	-0.2
COc1ccc(C(N)c2nc3cc(-c4ccnc(N)n4)c(F)cc3[nH]2)cc1 (centres undefined)	1.2	2.0	0.2	-0.2
Cc1cc2c(cc1F)C(O)(c1ccc(C(C)C)cc1O)C(=O)N2 (centres undefined)	0.7	3.2	14.4	0.1
Nc1c(C(=O)NCCN2CCOCC2)sc(=S)n1-c1ccccc1	0.1	6.2	2.7	-0.2
O=C(NCc1ccc(Cl)cc1)C1CCCN1c1nnc(N2CCCC2=O)s1 (centres undefined)	1.8	0.2	4.3	-0.2
CC(O)CNc1ncnc2ccc(I)cc12 (centres undefined)	0.8	3.1	8.8	-0.2
O=C(NCCCN1CCCC1=O)c1csc(Nc2cnccn2)n1	-1.2	16.6	-2.1	0.1
C/C(=N\NC(N)=O)c1ccc(NC(=O)c2ccc(F)cc2)cc1	0.3	-1.0	-43.4	-0.1
O=C(N/N=C/c1ccc(O)cc1O)c1nc(-c2ccccc2)n(-c2ccccc2)n1	-0.1	-3.4	13.4	-0.4
Nc1ccc2oc(-c3cc(I)ccc3Cl)nc2c1	-0.4	12.7	34.5*	0.5
Oc1oc(-c2ccccc2)nc1C=Nc1ccc(Br)cc1Br	1.5	11.1	-0.3	0.1
Oc1ccc(Br)cc1/C=N/Nc1cc(N2CCOCC2)ncn1	-0.3	13.1	-2.0	-1.2
CC1CCCN(C(C(=O)Nc2ccc3c(c2)OCCO3)c2ccccc2)C1 (centres undefined)	-2.1	3.5	-14.1	0.0
O=C(COc1ccccc1-c1ccccc1)NNC(=O)NC1CCCCC1	-1.3	-1.6	10.8	0.1
COC(=O)c1sc(N2C(=O)C(=O)/C(=C(/O)c3ccc(Cl)cc3)C2c2cccc(Oc3ccccc3)c2)nc1C (centres undefined)	0.2	17.5	-4.4	0.0
O=[N+]([O-])c1cc2c(cc1CN1CCN(c3ccc(F)cc3)CC1)OCO2	-1.3	25.7	-9.5	0.0
CCCn1c(SCC(=O)NCc2ccccc2)nnc1-c1ccccc1	0.4	12.8	11.0	-0.1
CC(=O)c1cn(CC(=O)N2CCCCC2)c2ccccc12	-0.3	-5.5	-12.3	0.5
CCNC(=O)CN(c1ccc(OCC)cc1)S(C)(=O)=O	0.7	3.7	-2.9	0.1
Cc1ccc(OCC2=NC(C)(C)Cc3c2ccc2ccccc32)cc1	0.5	6.6	-0.2	-0.2
Fc1ccc(-c2cnc3ccccc3n2)cc1	-0.9	-6.7	-46.9	0.1
CC(=O)/C(C[N+](C)(C)C)=N\O	1.7	6.5	-10.4	0.0
CC(C)CCn1c(CN2CCCCC2C)nc2c1c(=O)n(C)c(=O)n2C (centres undefined)	0.6	3.5	-7.0	0.4
COc1ccc(Br)cc1/C=C1\N=C(c2cc(Cl)ccc2Cl)OC1=O	-0.8	8.1	6.3	0.0

Source: PubChem BioAssay

Random draw from the library. Share with any hit: about 3.5%.
